# MrgX1 allo act: human MrgX1 positive allosteric modulation, primary screen; Q96LB2; MrgX1-HEK293, Fluo-4 calcium flux, FDSS; stronger effect = higher value; B-score at 10 µM; 0.63% of 310,000 active; AID 588675;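 active = plate-corrected calcium response at least 3 library SD above typical, normal starting fluorescence, not activating the receptor alone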;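 note: compound read alongside a low EC10 to EC30 dose of BAM8-22 agonist; peak minus trough fluorescence over baseline measured at the second addition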
# Target sequence (Q96LB2 whole entry, looked up): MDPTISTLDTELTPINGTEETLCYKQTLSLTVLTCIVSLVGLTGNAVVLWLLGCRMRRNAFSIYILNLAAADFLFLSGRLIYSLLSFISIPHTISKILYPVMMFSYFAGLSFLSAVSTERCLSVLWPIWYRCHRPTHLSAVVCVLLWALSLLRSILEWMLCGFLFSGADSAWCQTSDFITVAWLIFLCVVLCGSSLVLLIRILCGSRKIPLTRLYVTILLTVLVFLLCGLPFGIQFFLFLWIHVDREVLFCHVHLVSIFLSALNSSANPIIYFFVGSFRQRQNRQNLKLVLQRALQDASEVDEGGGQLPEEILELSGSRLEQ
# TRPC6 activator: activators of mouse TRPC6 channel; HEK293-TRPC6 membrane potential dye fluorescence; stronger effect = higher value; 0.13% of 310,000 active; AID 2550; B-score at 10 µM; Q61143;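 active = B-score of the integrated fluorescence ratio above library mean plus 3 SD, and starting fluorescence ratio within library mean plus 5 SD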;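 note: higher score means more depolarization so channel activation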
# SKKanGAS inh: blocks kanamycin growth of S. pyogenes SKKanGAS strain. 1.3% of 300,000 active. BacTiter-Glo, 6 h. AID 1662. inhibition, % at 7.5 µM;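 active = mean replicate score, as percent of positive control median, at least 50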;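 note: strain carries kanamycin resistance gene driven by streptokinase promoter and grows in 40 µg/ml kanamycin; loss of luminescence reflects streptokinase promoter inhibition or plain growth inhibition; 0% = median of DMSO wells and 100% = positive control at its reference dose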
# MrgX1 ag: human MrgX1 receptor agonism, primary screen; 0.44% of 310,000 active; B-score at 10 µM; Q96LB2; MrgX1-HEK293 cells, Fluo-4 calcium fluorescence, agonist mode; stronger effect = higher value; AID 588627;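 active = calcium response B-score plate-corrected fluorescence ratio at least 3 library SD, with starting fluorescence B-score inside 5 SD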
#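 Test system: HEK293 cells stably expressing human MrgX1 receptor; Input: fifteen thousand cells per well; Dosing: compound delivered in addition one of three; Schedule: overnight seeding, then 1 h dark dye loading; Technique: Fluo-4 NW calcium fluorescence; Measure: B-scored fluorescence response ratio; Controls: positive and negative controls per plate.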
# HIF act: HIF pathway transcriptional activation | U2OS HRE-luciferase reporter, luminescence; normalized: DMSO 0%, desferrioxamine 100% | activation, % at 7.5 µM (by protocol) | 0.32% of 300,000 active;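 active = mean activation of at least 10% of the iron chelator positive control signal, with at least half of replicates also reaching 10%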
# RGS4 inh: inhibitors of human RGS4; P49798; 0.45% of 310,000 active; B-score at 10 µM; HEK293 M3R/RGS4 inducible, Fluo-4 calcium flux; stronger effect = higher value; triggered by carbachol at its EC20;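 active = B-score, a plate-corrected calcium signal, over three deviations above library mean, with baseline fluorescence within five deviations of library mean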;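 note: RGS4 expression induced by doxycycline in cells with stable M3 receptor; B-score is computed from the integrated fluorescence ratio over baseline after carbachol; higher B-score means a larger calcium signal and so more RGS4 inhibition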
# Target sequence (P49798 whole entry, looked up): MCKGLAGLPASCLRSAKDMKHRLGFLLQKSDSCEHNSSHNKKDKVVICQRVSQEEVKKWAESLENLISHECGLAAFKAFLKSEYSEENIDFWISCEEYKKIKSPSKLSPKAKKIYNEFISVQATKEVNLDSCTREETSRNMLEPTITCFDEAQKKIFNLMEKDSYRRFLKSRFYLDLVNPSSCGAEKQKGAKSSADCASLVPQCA
# RGS4 act: potentiators or activators of RGS4; HEK293 M3R/inducible RGS4, carbachol calcium flux Fluo4; stronger effect = lower value; B-score at 10 µM; 0.92% of 310,000 active;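 active = B-score of the integrated calcium signal more than 4 SD below the library mean, with starting fluorescence not abnormally high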;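 note: negative B-score means reduced calcium response which marks RGS4 activation or potentiation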
#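 Reagent: ECmax carbachol challenge; Test system: M3R-expressing HEK293 line, RGS4 induced by doxycycline; Schedule: overnight RGS4 induction, 30 min dye load 37 °C, 20 min compound RT; Detection: calcium dye Fluo4 fluorescence; Read-out: Agonist-evoked peak-minus-minimum fluorescence over baseline, integrated ratio, B score.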
# MrgX1 antag: human MrgX1 receptor antagonism, primary screen. Q96LB2. MRGX1-HEK293 calcium flux, Fluo-4, BAM8-22 antagonism; stronger effect = lower value. B-score at 10 µM. 1.3% of 310,000 active. AID 588676;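 active = calcium-response B-score plate-corrected more than 3 library SD below zero, starting fluorescence within 5 deviations, no agonist response on first addition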;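 note: peak minus trough fluorescence over baseline after final BAM8-22 challenge near maximal dose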
# TRPC6 inhibitor: blocks the mouse TRPC6 cation channel. Q61143. HEK293-TRPC6, membrane potential dye, ACh-evoked depolarization; stronger effect = lower value. B-score at 10 µM. 1.1% of 310,000 active;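 active = B-score under library mean minus 3 SD, initial fluorescence not abnormally high, positive integrated signal ratio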;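 note: B-score derived from integrated fluorescence ratio over the kinetic read; more negative B-score means stronger inhibition of depolarization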
# Platelet DG rel: modulates dense granule release in human platelets. human platelet-rich plasma, SFLLRN dense granule ATP release, luminescence. inhibition, %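 (compounds screened at 7.5 µM in platelet-rich plasma)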. 0.22% of 300,000 active. AID 1663;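 active = mean replicate score, as percent of positive control, at or above 50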
# TRPC4 block: inhibitors of mouse TRPC4 channel. 0.39% of 300,000 active. HEK293 TRPC4beta/mu-opioid, DAMGO-evoked Fluo4 calcium flux; stronger effect = lower value. B-score at 10 µM;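 active = B-score over 3 SD under the library average, no early fluorescence shift, positive overall ratio signal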
#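 Material: HEK293 cells with stable TRPC4beta plus mu-opioid receptor expression / Probe or stimulus: DAMGO in two steps, submaximal then maximal / Compound: single concentration per test compound / Technique: kinetic Fluo4 fluorescence imaging of calcium influx / Read-out: per-well B score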
# * hit, by the source's call; i = inactive; · = not tested or not shown. Not a hit list. Share with any hit: about 6.1%.
SMILES,MrgX1 allo act,TRPC6 activator,SKKanGAS inh,MrgX1 ag,HIF act,RGS4 inh,RGS4 act,MrgX1 antag,TRPC6 inhibitor,Platelet DG rel,TRPC4 block
CCOc1cc(N2CCOCC2)c(OCC)cc1NC(=O)c1ccc(OC)cc1,i,i,-8,i,-0.6,i,i,i,i,-4,i
COc1ccc(C)cc1NC(=O)C(Sc1nncn1C)c1ccccc1 (configuration not stated),i,i,0,i,0.2,i,i,i,i,2,i
O=C(C1CC1)N1CCN(c2ccc(O)cc2)CC1,i,i,-2,i,-0.2,i,i,i,i,-1,i
O=[N+]([O-])c1ccc(N2CCSCC2)cc1O,i,i,1,i,0.5,i,i,i,i,6,i
NS(=O)(=O)c1cccc(NC(=O)COC(=O)C2(c3cccc(F)c3)CCCC2)c1,i,i,-1,i,-0.3,i,i,i,i,1,i
Cc1c(-c2cccs2)[n+](=O)c2c(n1[O-])CCCCC2,i,i,-3,i,-0.2,i,i,i,i,-4,i
CCc1ccccc1NC(=S)N=Nc1c(O)n(C)c2ccc(S(=O)(=O)N3CCOCC3)cc12,i,i,37,i,-1.4,i,i,i,i,35,i
Cc1ccc2c(c1)C(=O)c1ccccc1CS2=O (configuration not stated),i,i,-2,i,1.4,i,i,i,i,0,i
CCOC(=O)c1nn(-c2ccccc2)c(C#N)c1NC(=O)c1nn(CC)cc1Br,i,i,14,i,-0.3,i,i,i,i,5,i
CC(=O)N1CCOc2ccc(S(=O)(=O)NCc3ccc(F)cc3)cc21,i,i,-2,i,-0.6,i,i,i,i,8,i
Cc1ccc2[nH]c3c(c2c1)CCN1C(=O)OC(C)(C)C31C (configuration not stated),i,i,-4,i,0.4,i,i,i,i,4,i
COc1ccc(Br)cc1CNC(=O)CCc1nc(-c2ccc(C)cc2)no1,i,i,1,i,-0.4,i,i,i,i,-2,i
CCN=C(NC#N)SCc1c(F)cccc1Cl,i,i,5,i,3.3,i,i,i,i,4,i
Cc1ccc(C2(CC(=O)N3CCCC3)CCOC(C(C)C)C2)cc1 (configuration not stated),i,i,10,i,-0.3,i,i,i,i,-1,i
COc1cc2c(cc1OC)C(c1cccs1)N(C(=O)c1ccc(S(=O)(=O)N(C)C)cc1)CC2 (configuration not stated),i,i,-2,i,-0.4,i,i,i,i,1,i
O=C(NCc1ccc(Cl)cc1)c1ccc(NC(=O)C2CCCO2)cc1 (configuration not stated),i,i,-9,i,-0.1,i,i,i,i,-1,i
CC1CCC(NC(=O)c2ccc(NC(=O)c3ccc(=O)[nH]c3)cc2)CC1 (configuration not stated),i,i,2,i,0.8,i,i,i,i,6,i
COc1ccc(/C=C(/NC(=O)c2ccccc2)C(=O)N2CCC(C)CC2)cc1,i,i,2,i,0.1,i,i,i,i,4,i
COC(=O)CSc1ncnc2c1cnn2Cc1ccccc1,i,i,5,i,-0.3,i,i,i,i,-28,i
Cc1oc(-c2ccccc2Cl)nc1CS(=O)CC(=O)N1CCN(c2ccccc2)CC1 (configuration not stated),i,i,-6,i,1.1,i,i,i,i,7,i
COc1cc(C(=O)CSc2nnc(-c3ccc(O)cc3)n2CC2CCCO2)ccc1NC(C)=O (configuration not stated),i,i,-11,i,-0.4,i,i,i,i,-3,i
O=C(c1nc2ccc(Cl)cn2c1CN1CCC(CO)CC1)N1CCc2ccccc2C1,i,i,52*,i,0.2,i,i,i,i,-3,i
COc1ccc(CNC(=O)CSc2ncnc3ccccc23)cc1OC,i,i,-2,i,-0.3,i,i,i,i,-2,i
Cc1nn(C)c(C(=O)Sc2ccccc2)c1[N+](=O)[O-],i,i,-2,i,0.0,i,i,i,i,23,i
O=C(COC(=O)C1(c2ccccc2)CC1)N1CCN(c2ccc(F)cc2)CC1,i,i,-2,i,0.1,i,i,i,i,·,i
COc1cc2c(cc1NC(=O)C(C)Sc1ccc(C)cc1)oc1ccccc12 (configuration not stated),i,i,-13,i,·,i,-7*,i,i,5,i
COc1ccc2cc(CN(CCO)C(=O)c3ccccc3F)c(=O)[nH]c2c1,i,i,-1,i,0.1,i,i,i,i,1,·
COc1ccc(NC(=O)COc2cc(O)c3c(c2)OC(C)(C)CC3=O)cc1,i,i,-2,i,0.0,i,i,i,i,0,i
N#Cc1cc2c(nc1SCC(=O)Nc1sc3c(c1C#N)CCC3)CCCCCC2,i,i,8,i,1.3,i,i,i,i,-1,i
O=C(NCc1n[nH]c(=S)n1-c1ccc(Cl)c(Cl)c1)c1ccc(S(=O)(=O)N2CCOCC2)cc1,i,i,-1,i,-0.1,i,i,i,i,1,i
NC(=O)c1cc2ccc(O)cc2oc1=Nc1ccccc1,·,i,4,·,3.7,i,i,·,i,-8,i
O=C(NNc1nc(=O)c2cccnc2s1)c1ccccc1O,i,i,42,i,-0.4,5.2*,i,i,i,3,i
c1ccc2c(C3=NNC(=NC4CCCCC4)SC3)c[nH]c2c1,i,i,8,i,1.3,i,i,i,i,0,i
Cc1ccc(C2Nc3ccccc3NC3=C2C(=O)OC(C)C3)cc1 (configuration not stated),i,i,-2,i,1.2,i,i,i,i,-12,i
CCNC(=O)/C(C#N)=C/c1c(N2CCCCCC2)nc2c(C)cccn2c1=O,i,i,8,i,-0.5,i,i,i,i,1,i
Cc1cnc(NC(=O)CSc2ncn(-c3ccccc3)n2)s1,i,i,-1,i,-0.1,i,i,i,i,3,i
N/C(=N\OC(=O)/C=C/c1ccc(Br)cc1)c1ccccn1,i,i,6,i,-1.5,i,i,i,i,-11,i
CCOC(=O)c1c(C)[nH]c(C(=O)OCC(=O)Nc2cc(C)ccc2OC)c1C,i,i,-4,i,2.4,i,i,i,i,9,i
COC(=O)c1sc(-c2ccc(Cl)cc2)cc1NC(=O)COCC(=O)O,i,i,24,i,-0.5,i,i,i,i,6,i
CCCCOc1ccc(C(C)NC(=O)C2CCCN(S(=O)(=O)CC)C2)cc1 (configuration not stated),i,i,-3,i,-1.4,i,i,i,i,-2,i
CC(C)(C)c1ccc(C(=O)NCC(=O)OCC(=O)Nc2ccccc2[N+](=O)[O-])cc1,i,i,-21,i,-0.5,i,i,i,i,-2,i
Cc1ccc(CN2CCNC(=O)C2CC(=O)NCC(F)(F)F)o1 (configuration not stated),i,i,-9,i,0.0,i,i,i,i,4,i
COCCCNC(=S)Nc1ccc2nc(N3CCOCC3)cc(C)c2c1,i,i,-5,i,1.9,i,i,i,i,-4,i
Cc1ccc(-c2nn(CC(=O)O)c(=O)c3ccccc23)cc1,i,i,7,i,-0.3,i,i,i,i,-1,i
c1ccc(Cc2nnc(N3CCCCC3)c3ccccc23)cc1,i,i,-3,i,0.0,i,i,i,i,1,i
CCNC(=O)c1cc(S(=O)(=O)N(C)C)c(Cl)cc1Cl,i,i,1,i,-0.1,i,i,i,i,8,i
Cc1cc(C)nc(SCc2nnc(SCC(=O)Nc3nc(-c4ccccc4)cs3)n2C)n1,i,i,4,i,0.0,i,i,i,i,4,i
Cc1cc(=O)oc2cc(OCCSCCN3CCCCC3)ccc12,i,i,6,i,1.2,i,i,i,i,-5,i
CC(C)C(c1nnnn1Cc1ccc(F)cc1)N1CCN(C(=O)c2ccco2)CC1 (configuration not stated),i,i,0,i,0.1,i,i,i,i,3,i
O=C1OCc2cccc3cccc1c23,i,i,-2,i,-0.3,i,i,i,i,-3,i
Cc1[nH]n(-c2ccccc2)c(=O)c1S(=O)(=O)c1ccccc1,i,i,-2,i,0.5,i,i,i,i,9,i
CCOc1cc(/C=C2/SC(=S)N(CC(=O)O)C2=O)ccc1OC(=O)c1cccs1,i,i,-17,i,-0.2,i,i,i,i,-3,i
COc1ccccc1CNC(=O)c1c(-c2ccccc2Cl)noc1C,i,i,2,i,0.3,i,i,i,i,-2,i
Oc1ccc(/C=N/Nc2ccnc3cc(Cl)ccc23)c(O)c1,i,i,0,i,1.9,i,i,i,i,-15,i
CCN(CC)CCCNC(=O)c1ccc(C)c(NC(=O)C2=C(C)OCCS2)c1,i,i,-1,i,0.6,i,i,i,i,-1,i
CC(=O)c1cccc(NC(=O)CCOc2ccccc2)c1,i,i,0,i,2.0,i,i,i,i,8,i
CN1C(=O)c2cccc3c(S(=O)(=O)Nc4ccccc4F)ccc1c23,i,i,2,i,-0.2,i,i,i,i,-14,i
CC(C)(C)c1cc[n+](/C(C(=S)Nc2ccccc2F)=C(/[O-])c2ccc3c(c2)OCCO3)cc1,i,i,7,i,3.7,i,i,i,i,0,i
Cc1cccc(OCC(=O)O/N=C(\N)Cc2ccc(Cl)cc2)c1,i,i,11,i,-0.1,i,i,i,i,6,i
COc1ccc(-c2cc(C(F)F)n3ncc(C(=O)N4CCc5ccccc5C4)c3n2)cc1,i,i,21,i,-0.3,i,i,i,i,2,i

# The list goes on.
SMILES,MrgX1 allo act,TRPC6 activator,SKKanGAS inh,MrgX1 ag,HIF act,RGS4 inh,RGS4 act,MrgX1 antag,TRPC6 inhibitor,Platelet DG rel,TRPC4 block
Cc1csc(NC(=O)CSc2nnc(CCNC(=O)c3ccc(Cl)c(Cl)c3)n2C)n1,i,i,8,i,0.1,i,i,i,i,-2,i
CSc1ccccc1C(=O)C1CCCN(C(=O)c2cncs2)C1 (configuration not stated),i,i,0,i,0.4,i,i,i,i,-13,i
CCOc1ccccc1CN1CCN(Cc2ccon2)CC1CCO (configuration not stated),i,i,-4,i,-0.1,i,i,i,i,4,i
O=C(Oc1ccc(/C=N/NC(=O)c2ccccn2)cc1)c1cccc(F)c1,i,i,2,i,1.6,i,i,i,i,14,i
O=C1CC(C(=O)N2CCN(Cc3ccccc3)CC2)CN1Cc1ccccc1 (configuration not stated),i,i,-13,i,0.1,i,i,i,i,-10,i
Cc1nn(C(C)C(=O)NNC(=S)Nc2ccc(F)cc2)c(C)c1[N+](=O)[O-] (configuration not stated),i,i,-4,i,-0.8,i,i,i,i,-1,·
COC(=O)c1cc(OC)c(OC)cc1NC(=O)c1cccnc1,·,i,6,·,-0.2,i,i,·,i,-5,i
Nc1cc(=O)[nH]c(SCc2ccccc2Cl)n1,i,i,1,i,-21,i,i,i,i,-2,i

# Compound activity (PubChem BioAssay)
